Source: PubChem BioAssay
PHOSPHO1 block: PubChem AID 1565 | recombinant PHOSPHO1, absorbance phosphatase assay | inhibition, % at 13.3 µM | 1.1% of 290,000 active | Phosphoethanolamine/phosphocholine phosphatase (Homo sapiens), Q8TCT1; in the data active = inhibition above about 60%
Target sequence (Q8TCT1 whole entry, looked up): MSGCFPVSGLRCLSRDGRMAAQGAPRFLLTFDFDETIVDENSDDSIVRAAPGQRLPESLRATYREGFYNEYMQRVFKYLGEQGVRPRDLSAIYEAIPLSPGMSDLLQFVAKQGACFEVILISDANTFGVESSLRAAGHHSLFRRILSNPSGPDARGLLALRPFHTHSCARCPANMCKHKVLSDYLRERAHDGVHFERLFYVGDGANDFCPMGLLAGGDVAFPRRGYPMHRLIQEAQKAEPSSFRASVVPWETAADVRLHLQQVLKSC
VIM-2 inhibitor: VIM-2 metallo-beta-lactamase inhibitors, primary screen, biochemical, epi-absorbance readout, Pseudomonas aeruginosa enzyme; 0.89% of 290,000 active; inhibition, % at 5.6 µM; AID 1527, 2009; purified VIM-2, nitrocefin hydrolysis, epi-absorbance fluorescence;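 active = inhibition above the mean of all tested compounds plus 3 SD, cutoff set per screening run, cut at about 7.5% in these data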;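 note: red hydrolysis product quenches plate fluorescence so inhibitors raise well fluorescence; 0% = enzyme with DMSO and 100% = DMSO without enzyme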
V1R ag counter: agonists of human V1a receptor, primary screen, counter-screen for OXTR agonist project, fluorescence, CHO-V1R cells; activation, % at 3 µM; 0.25% of 320,000 active; Fluo-8 calcium fluorescence, agonist mode; 0% DMSO, 100% 3 nM vasopressin;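 active = activation above the mean activation of all tested compounds plus 3 SD, per screening run, cut at about 20% in these data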;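 note: signal is peak over basal fluorescence ratio across a 100 second FLIPR read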
Target sequence (P37288 whole entry, looked up): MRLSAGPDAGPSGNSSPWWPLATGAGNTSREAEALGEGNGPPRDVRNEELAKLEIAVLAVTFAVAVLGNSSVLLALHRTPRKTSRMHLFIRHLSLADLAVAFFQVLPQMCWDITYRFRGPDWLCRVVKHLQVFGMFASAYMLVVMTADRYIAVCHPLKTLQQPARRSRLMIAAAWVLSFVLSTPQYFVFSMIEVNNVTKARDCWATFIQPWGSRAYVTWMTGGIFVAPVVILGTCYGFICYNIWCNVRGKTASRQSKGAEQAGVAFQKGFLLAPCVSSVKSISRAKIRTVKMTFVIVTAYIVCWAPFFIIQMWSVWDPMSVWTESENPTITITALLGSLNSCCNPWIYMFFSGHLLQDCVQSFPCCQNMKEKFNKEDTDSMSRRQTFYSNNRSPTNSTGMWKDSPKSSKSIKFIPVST
GalR3 antagonist: GalR3 antagonists in HEK293 cells, primary screen, cell-based, fluorescence readout; Galanin receptor type 3 (Homo sapiens), O60755; HEK293 GalR3-CNG cAMP membrane potential fluorescence; galR3 body fused to GalR1 C-terminus; inhibition, % at 3 µM; 0.44% of 360,000 active;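 active = inhibition above the screen-wide average plus 3 SD, cut at about 13% in these data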;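 note: forskolin and galanin both at EC90 stimulate the cells; cAMP rise reported by CNG channel membrane potential dye signal; 0% = forskolin plus galanin with DMSO and 100% = forskolin alone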
OXTR agonist: human OXTR agonists, primary screen, fluorescence, CHO-OTR cells, Fluo-8 calcium | 0.32% of 320,000 active | Fluo-8 calcium fluorescence; normalized: DMSO 0%, oxytocin 100% | Oxytocin receptor (Homo sapiens), P30559 | activation, % at 3 µM;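 active = activation above the mean of all tested compounds plus 3 SD, cutoff set per screening run, cut at about 20% in these data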;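 note: peak over basal fluorescence ratio from a 100 s FLIPR kinetic read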
GPR7 antagonist: GPR7 receptor antagonists, primary screen, cell-based, fluorescence, single concentration; Neuropeptides B/W receptor type 1 (Homo sapiens), P48145; 1.1% of 290,000 active; inhibition, % at 4.4 µM; GPR7-expressing cells, fluorescence antagonist assay; in the data active = inhibition above about 16%, passing the limit was not always enough;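 note: cells stimulated with the agonist NPW; 0% = agonist with vehicle and 100% = vehicle without agonist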
Target sequence (P48145 whole entry, looked up): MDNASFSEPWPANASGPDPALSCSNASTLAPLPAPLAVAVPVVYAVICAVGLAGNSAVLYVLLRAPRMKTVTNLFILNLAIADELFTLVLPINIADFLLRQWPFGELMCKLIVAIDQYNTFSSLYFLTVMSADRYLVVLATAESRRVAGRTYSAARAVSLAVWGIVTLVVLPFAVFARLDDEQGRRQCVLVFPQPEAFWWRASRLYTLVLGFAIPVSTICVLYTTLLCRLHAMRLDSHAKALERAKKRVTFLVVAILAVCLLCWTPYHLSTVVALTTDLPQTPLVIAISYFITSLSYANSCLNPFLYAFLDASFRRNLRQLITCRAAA
IMP-1 inh: IMP-1 metallo-beta-lactamase inhibitors, primary screen, biochemical, epi-absorbance readout, Pseudomonas aeruginosa enzyme | metallo-beta-lactamase IMP-1 (Pseudomonas aeruginosa) | purified IMP-1, nitrocefin hydrolysis, epi-absorbance fluorescence | inhibition, % at 5.6 µM | 0.45% of 290,000 active | AID 1556, 2009;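 active = inhibition above the mean plus 3 SD of all compounds in the same screening run, cut at about 4.5% in these data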;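 note: 0% = IMP-1 with DMSO and 100% = DMSO wells lacking enzyme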
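Test system: recombinant IMP-1 enzyme, purified / Medium: HEPES buffer pH 7.1 with ZnSO4 and Brij 35 / Doses: single dose, 5.6 µM / Times: 25 °C, 15 min preincubation, 25 min reaction / Detection: Epi-absorbance via hydrolysed-nitrocefin quenching of white-plate fluorescence, 480/530 nm, EDTA stop / Evaluation: percent inhibition from optical density relative to buffer-blank wells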
FID counter: compounds displacing fluorescent DNA intercalator, primary screen, artefact control for HCV NS3 helicase inhibitor project, biochemical, FID fluorescence | DNA fluorescent intercalator displacement | 0.17% of 290,000 active | inhibition, % at 7.9 µM; in the data active = inhibition above about 37%;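 note: 0% = vehicle and 100% = reference compound; higher means more ethidium bromide displaced from hairpin DNA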
HCV NS3 hel inh: inhibitors of HCV NS3 helicase, primary screen, biochemical, Cy5 molecular beacon fluorescence; Hepatitis C virus NS3 helicase; NS3 helicase DNA unwinding; inhibition, % at 10.9 µM; 0.56% of 290,000 active; AID 1800, 2009;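 active = inhibition above the mean of all tested compounds plus 3 SD, set per campaign, cut at about 35% in these data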;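 note: 0% = DMSO wells and 100% = thioflavine S control wells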
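Compound dosing – single dose, 10.9 µM nominal final, DMSO 0.8% final · System – NS3 helicase fragment of HCV · Buffer or medium – MOPS pH 6.5, MgCl2, DTT, Tween20, BSA · Signal – Cy5 beacon fluorescence read at start and 1 h · Also added – annealed dual-labelled DNA beacon duplex, ATP-started · Schedule – 1 h at 25 °C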
Starred values were filed as active, the others as inactive; x = not tested or not shown.

no.	SMILES	PHOSPHO1 block	VIM-2 inhibitor	V1R ag counter	GalR3 antagonist	OXTR agonist
1	CC(C)S(=O)(=O)c1nsc2nc(=O)c(/C=C3\C=Nc4ccccc43)c(N)n12	16	-0.3	0.8	-4	0.3
2	O=c1cc(-c2ccccc2)nc(SCc2ccc(Cl)cc2)[nH]1	35	2.1	0.5	-4	0.1
3	Cc1cc(S(=O)(=O)NCc2ccccc2)ccc1OCC(=O)N1CCOCC1	38	-1.9	2.7	0	-0.7
4	COc1ccc(/C=N/n2cnnc2)cc1Br	-8	1.2	2.0	-2	-0.3
5	CCCCOc1ccc(-c2ncc(Cl)cn2)cc1	6	-1.3	1.1	-1	0.5
6	O=C(NC1CCCCC1)C1CCCN1S(=O)(=O)c1cccc2nsnc12 (stereo unspecified)	28	-1.1	0.2	-3	0.1
7	CSc1ccc(/C=C(/NC(=O)c2ccc(C)cc2)C(=O)Nc2cccc(F)c2)cc1	-12	-2.7	1.1	0	-0.6
8	O=C1NCCN/C1=C\C(=O)c1cccc(Br)c1	28	-2.8	0.0	-2	1.7
9	Cc1cc(=O)n2nc(N3CCCC(C(=O)NCc4ccccc4Cl)C3)sc2n1 (stereo unspecified)	22	-3.4	1.8	3	0.4
10	CCN1CCN(S(=O)(=O)c2ccc(Cl)c(C(=O)NC(C)(C)C)c2)CC1	18	-1.1	-0.7	-5	0.6
11	Cc1ccc(S(=O)(=O)N=S(CC2CC2(Cl)Cl)CC2CC2(Cl)Cl)cc1 (stereo unspecified)	4	-0.2	-0.2	-7	-0.3
12	Cc1cccc(Cc2cnc(N3C(=N)SC(C)C3=O)s2)c1 (stereo unspecified)	-24	-2.2	0.1	-1	-0.6

no.	GPR7 antagonist	IMP-1 inh	FID counter	HCV NS3 hel inh
1	-2	0.4	1	18
2	8	-1.3	1	-1
3	-6	-1.6	-14	5
4	-12	-0.4	-1	8
5	11	-0.1	5	-4
6	-8	-3.5	-2	1
7	-8	-3.2	0	3
8	-1	-2.1	-2	-28
9	-9	-2.1	-25	1
10	-1	-3.0	-9	14
11	11	-0.8	-20	-3
12	4	-1.7	-26	3

2 compounds picked at random from those above, as already listed:
no.	SMILES	PHOSPHO1 block	VIM-2 inhibitor	V1R ag counter	GalR3 antagonist	OXTR agonist
9	Cc1cc(=O)n2nc(N3CCCC(C(=O)NCc4ccccc4Cl)C3)sc2n1 (stereo unspecified)	22	-3.4	1.8	3	0.4
12	Cc1cccc(Cc2cnc(N3C(=N)SC(C)C3=O)s2)c1 (stereo unspecified)	-24	-2.2	0.1	-1	-0.6

no.	GPR7 antagonist	IMP-1 inh	FID counter	HCV NS3 hel inh
9	-9	-2.1	-25	1
12	4	-1.7	-26	3

(more compounds)
no.	SMILES	PHOSPHO1 block	VIM-2 inhibitor	V1R ag counter	GalR3 antagonist	OXTR agonist
13	O=C(c1ccc(Cn2cc(Br)cn2)cc1)N1CCN(c2ccccc2)CC1	-28	-1.7	1.4	x	1.2
14	N#CCCCSc1nnc(-c2ccccn2)o1	-6	-2.9	5.1	-2	0.5
15	O=C(O)CC1S/C(=N\N=C2CCCCCC2)N(c2ccccc2)C1=O (stereo unspecified)	28	-3.2	1.5	-4	0.1
16	NS(=O)(=O)c1ccc(NS(=O)(=O)c2cccs2)cc1	-17	-1.6	1.0	1	0.3
17	COc1cc2c(cc1OC)C(c1cccs1)N(C(=O)c1cccnc1)CC2 (stereo unspecified)	7	-2.3	-0.3	-6	-0.5
18	Cc1ccc2[nH]c3c(c2c1)CN(C(=O)CN1CC(C)OC(C)C1)CC3 (stereo unspecified)	0	-3.4	1.5	-1	0.6
19	COc1cc(Cl)c(C)cc1NC(=O)CSc1sc2c(O)cc(=O)[nH]c2c1C#N	15	-0.4	0.4	-9	-0.3
20	O=S(=O)(c1ccccc1)N1CCN(c2nnc(-c3ccccc3)c3ccccc23)CC1	24	-2.4	-1.0	8	0.1
21	O=C(O)c1ccc(NS(=O)(=O)c2cccc3nsnc23)cc1	1	-1.5	0.6	0	0.1
22	Cc1cc(C(=O)CN2CCCC(C)C2)c(C)n1-c1ccc(F)cc1 (stereo unspecified)	-3	-2.4	-0.3	0	-0.2
23	CCCC(C)NC(=O)COc1ccc(S(=O)(=O)N2CCCC2)cc1 (stereo unspecified)	33	-0.5	1.2	-1	-1.0
24	CCCS(=O)(=O)N1CCCC(C(=O)NCCCN2CCN(c3cccc(Cl)c3)CC2)C1 (stereo unspecified)	-5	-2.4	x	3	x

no.	GPR7 antagonist	IMP-1 inh	FID counter	HCV NS3 hel inh
13	0	-4.3	-48	-5
14	-1	-2.4	2	-2
15	-13	-2.3	-31	6
16	-13	-4.1	-3	6
17	8	-4.3	-28	4
18	-3	1.1	-5	1
19	-11	-1.6	-14	6
20	-7	-4.5	-11	-17
21	5	-2.7	-3	-6
22	-11	-1.7	-1	-9
23	3	-3.9	-14	-12
24	-8	-1.0	6	-17

Carrying on.
no.	SMILES	PHOSPHO1 block	VIM-2 inhibitor	V1R ag counter	GalR3 antagonist	OXTR agonist
25	COc1cccc(/C=N/N=C(\N)c2nonc2N)c1O	32	-3.7	-0.4	-3	-0.2
26	COc1ccc(OC)c(S(=O)(=O)NCc2csc(-c3ccccc3)n2)c1	-11	-1.4	0.3	-4	1.4
27	COC(=O)CN(Cc1ccccc1)S(=O)(=O)c1ccc(OC)c(OC)c1	9	-0.2	-0.7	1	0.2
28	Clc1ccc(OCc2nn3c(-c4ccccc4)nnc3s2)c(Cl)c1	18	-3.9	0.1	-5	1.3
29	O=C(CNC(=O)c1ccc(Br)o1)NCC1CCCO1 (stereo unspecified)	14	-2.6	-0.1	-3	-0.2
30	COc1ccc(C(=O)NCC(=O)OC2CCCCC2=O)cc1 (stereo unspecified)	9	2.8	1.3	-3	-0.1
31	O=C(Nc1cccc(CNCCc2c[nH]c3ccccc23)c1)c1ccccc1Cl	44	-1.6	12	-15	18
32	CN1CCN(C(=O)N2c3ccccc3CCc3ccccc32)CC1	48	-0.8	-0.7	-5	-0.1
33	COc1ccccc1OCCOCCOc1ccc(C)cc1Br	-14	-4.2	-0.3	-4	-2.0
34	COCCCNC(=O)CN(c1ccc(Cl)c(Cl)c1)S(C)(=O)=O	2	-1.4	0.8	-6	0.6
35	COCCN1C(=O)c2ccc(C(=O)Nc3cccnc3)cc2C1=O	52	-2.2	1.2	-3	0.3
36	Cc1cccc(NC(=O)/C(C#N)=C/c2cn(CC(=O)NCc3ccco3)c3ccccc23)c1	3	-3.6	-0.6	-3	0.5

no.	GPR7 antagonist	IMP-1 inh	FID counter	HCV NS3 hel inh
25	-6	-0.7	-3	4
26	-18	-0.3	-17	-9
27	1	-0.3	-21	2
28	-9	-4.1	3	-5
29	-11	-1.2	-3	9
30	-6	0.0	0	0
31	47*	-2.1	11	-74
32	-4	-2.3	1	3
33	-4	-4.8	-29	-4
34	2	-3.4	-1	5
35	-11	0.1	-6	-4
36	4	-3.1	-3	8

3 compounds already listed, sorted by their value in GPR7 antagonist, high to low:
cpd	structure	GPR7 antagonist
30	COc1ccc(C(=O)NCC(=O)OC2CCCCC2=O)cc1 (stereo unspecified)	-6
28	Clc1ccc(OCc2nn3c(-c4ccccc4)nnc3s2)c(Cl)c1	-9
35	COCCN1C(=O)c2ccc(C(=O)Nc3cccnc3)cc2C1=O	-11

(next part)
no.	SMILES	PHOSPHO1 block	VIM-2 inhibitor	V1R ag counter	GalR3 antagonist	OXTR agonist
37	Cc1ccc(NC(=S)NNC(=O)Cn2nc(C(F)F)cc2C(F)F)cc1	-3	-5.2	0.2	-4	-1.3
38	O=C(CCCn1c(=O)[nH]c2cc(Cl)ccc2c1=O)NC1CCCCCC1	0	-2.0	1.5	-5	0.1
39	Cc1nn(-c2ccccc2)c(C)c1/C=N/N1CCN(c2ccccn2)CC1	16	-3.3	0.8	2	-0.4
40	CCOc1ccc(NC(=O)CCN2CCN(S(=O)(=O)c3ccc(Cl)cc3)CC2)cc1	7	1.1	5.3	-3	6.2
41	O=C(COC(=O)Cc1ccc(S(=O)(=O)N2CCOCC2)s1)NCc1ccc(Cl)cc1	16	-1.5	3.5	-1	4.6
42	COc1ccc(N2C(=O)CC(N3CCCCC3)C2=O)cc1 (stereo unspecified)	6	-0.6	-0.3	-1	-0.2
43	Cc1cc(Br)ccc1SCC(=O)OCC(=O)NCc1ccco1	-6	-1.6	0.8	-1	-1.4
44	CCOC(=O)N1CCN(S(=O)(=O)c2ccc3[nH]cc(C(=O)O)c(=O)c3c2)CC1	48	-2.3	0.2	-1	0.3
45	CN(c1cccc(NC(=O)c2ccc(N(C)S(=O)(=O)c3ccccc3)cc2)c1)S(C)(=O)=O	-27	-3.7	11	-7	13
46	CCOC(=O)N1CCN(C(=O)CSc2ccc(C(F)(F)F)cc2[N+](=O)[O-])CC1	40	-1.5	0.4	6	1.9
47	CCCOc1ccccc1/C=N/NC(=O)C1CC1	13	-0.1	x	-1	x
48	Cc1cc(C)n2nc(C)c(-c3ccc(Cl)cc3)c2n1	x	1.5	-0.9	-3	-1.9

no.	GPR7 antagonist	IMP-1 inh	FID counter	HCV NS3 hel inh
37	-12	-3.3	-12	12
38	1	-2.7	2	-8
39	-8	-4.7	-18	-9
40	3	-1.1	-4	4
41	-2	-5.0	-16	3
42	-11	-1.7	4	3
43	-2	-2.1	-12	8
44	-5	0.0	3	-6
45	6	-1.8	-17	-3
46	-1	-3.0	-24	-2
47	-8	-4.1	-14	1
48	-22	1.2	-16	-8
